Assay outcomes deposited in PubChem BioAssay by Sanford-Burnham Center for Chemical Genomics.
APJ antagonist – APJ receptor antagonism. P35414. CHO-K1 APJ beta-arrestin complementation, luminescence. inhibition, % at 20 µM. hit rate 0.32% among 330,000. AID 2521;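 active = inhibition above about 40% at 20 µM, limit read from the data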;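 note: cells challenged with 10 nM apelin-13 agonist together with compound; plate controls were apelin-13 plus DMSO wells for no effect and DMSO wells lacking apelin-13 for full effect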
tim23-1 inh – inhibits growth of tim23-1 mutant yeast; S. cerevisiae tim23-1 growth, BacTiter-Glo luminescence, 24 h; inhibition, % at 20 µM; hit rate 1.3% among 330,000;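 active = growth inhibition of the mutant yeast at or above 50%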;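 note: temperature-sensitive mutant grown at 25 °C; plate controls were DMSO-treated mutant yeast for no effect and medium wells lacking yeast for full effect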
Jurkat NFkB inh – lowers PMA/ionomycin-induced NF-kB signal in Jurkat cells; PMA/ionomycin-induced NF-kB luciferase reporter, luminescence; inhibition, % at 4 µM; hit rate 0.53% among 330,000; AID 435003; in the data active = inhibition above about 50%
UPR CHOP act – apoptotic UPR (CHOP) activation; hit rate 0.34% among 330,000; activation, % at 10 µM; CHO-CHOP luciferase reporter, luminescence; percent of tunicamycin response over DMSO baseline;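 active = at 10 µM dose, activation of 40% or more, normalized to positive control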;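 note: 100% = tunicamycin at 10 µg/mL and 0% = DMSO alone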
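Assay system: CHO cells with stable CHOP pathway luciferase reporter; Buffer or medium: F12 plus 10% serum; Times: 16-18 h cell attachment, then 6 h compound exposure, 37 °C; Signal: luciferase luminescence; Read-out basis: percent activation relative to tunicamycin control; Control set: tunicamycin high control, DMSO low control.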
Mdm2 MdmX PPI – disrupts the human Mdm2-MdmX interaction. AID 485346. SaOS-2 split-luciferase Mdm2/MdmX complementation, luminescence. hit rate 3% among 330,000. inhibition, % at 8 µM;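 active = inhibition of at least 50% at 8 µM in the primary screen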
Target sequence (O15151 whole entry, looked up): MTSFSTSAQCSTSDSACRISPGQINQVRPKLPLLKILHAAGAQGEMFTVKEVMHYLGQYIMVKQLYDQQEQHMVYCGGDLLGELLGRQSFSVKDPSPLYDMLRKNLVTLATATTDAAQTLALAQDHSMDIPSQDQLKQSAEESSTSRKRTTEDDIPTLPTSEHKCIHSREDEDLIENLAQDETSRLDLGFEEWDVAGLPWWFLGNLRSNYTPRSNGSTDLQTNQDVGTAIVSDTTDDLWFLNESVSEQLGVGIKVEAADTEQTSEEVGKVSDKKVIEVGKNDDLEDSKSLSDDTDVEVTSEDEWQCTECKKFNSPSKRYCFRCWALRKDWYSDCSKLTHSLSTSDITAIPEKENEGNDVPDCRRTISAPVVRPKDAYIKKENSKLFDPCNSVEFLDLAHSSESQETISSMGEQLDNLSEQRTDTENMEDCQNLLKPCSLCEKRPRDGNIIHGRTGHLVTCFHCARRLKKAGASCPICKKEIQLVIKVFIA
Target sequence (Q00987 whole entry, looked up): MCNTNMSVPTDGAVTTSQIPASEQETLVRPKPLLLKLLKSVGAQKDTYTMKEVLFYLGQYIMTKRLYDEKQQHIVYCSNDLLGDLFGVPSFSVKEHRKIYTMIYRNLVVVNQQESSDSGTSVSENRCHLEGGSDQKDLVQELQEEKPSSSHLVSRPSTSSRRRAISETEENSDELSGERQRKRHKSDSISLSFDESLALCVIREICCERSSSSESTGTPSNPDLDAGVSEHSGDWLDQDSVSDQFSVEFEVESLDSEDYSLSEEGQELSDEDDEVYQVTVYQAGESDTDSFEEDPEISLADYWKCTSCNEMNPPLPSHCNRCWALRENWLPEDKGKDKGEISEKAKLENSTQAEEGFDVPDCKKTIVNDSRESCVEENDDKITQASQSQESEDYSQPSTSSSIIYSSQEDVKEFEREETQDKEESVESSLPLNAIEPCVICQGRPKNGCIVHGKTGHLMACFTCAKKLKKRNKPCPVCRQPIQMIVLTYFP
697 NFkB inh – lowers PMA/ionomycin-induced NF-kB signal in 697 B cells. hit rate 0.33% among 330,000. 697 B-cell NF-kB luciferase reporter, 16 h. inhibition, % at 4 µM; in the data active = inhibition above about 35%
XBP1 UPR activ – activators of adaptive arm of unfolded protein response (XBP1); CHO-XBP1 luciferase reporter, IRE1-XBP1 UPR activation, luminescence; percent of tunicamycin response, DMSO as zero; activation, % at 20 µM; hit rate 0.33% among 330,000;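 active = versus positive control, 20 µM dose yields 30% or more activation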;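 note: 100% = tunicamycin at 10 µg/mL and 0% = DMSO only wells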
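Test system: CHO-XBP1 luciferase reporter cells | Buffer or medium: Serum-containing F12 medium, 10% FBS | Schedule: 6 h compound exposure at 37 °C, 5% CO2 | Detection: Steady-Glo luciferase glow luminescence, 10 min after reagent addition | Read-out basis: Activation, % of tunicamycin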
APJ agonist – APJ receptor agonism. P35414. CHO-K1 APJ PathHunter beta-arrestin, luminescence; 0% DMSO wells, 100% apelin. activation, % at 20 µM. hit rate 0.11% among 330,000. AID 2520;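 active = activation more than six SD over the plate average, tested at 20 µM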;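 note: 0% = DMSO alone and 100% = apelin-13 at 10 nM; some results filed as inactive read as strong as hits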
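Test system – PathHunter CHO-K1 APJ (AGTRL-1) beta-arrestin reporter cells · Input – 1000 cells/well · Compound – single test compound dose, 20 µM final, 1% DMSO · Times – compound stimulation 90 min at 25 °C, detection 60 min · Technique – beta-gal luminescence · Read-out basis – APJ–arrestin association signal · Control set – negative DMSO alone, positive Apelin-13 at 10 nM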
Starred values were filed as active, the others as inactive.

SMILES	APJ antagonist	tim23-1 inh	Jurkat NFkB inh	UPR CHOP act	Mdm2 MdmX PPI	697 NFkB inh	XBP1 UPR activ	APJ agonist
CC1OC(NCCc2ccccc2)C(O)C(O)C1O (configuration not stated)	-4	-6	4	-0.1	10	23	0	-4
C1CCCN(C2CCNCC2)CC1	22	-12	-2	0.9	-10	5	-2	0
O=C(c1ccccc1F)N1CCC2(CC1)OCCO2	-26	10	-10	-1.6	5	1	-5	-2
CCN(CC)S(=O)(=O)c1ccc(C)c(NCC(=O)Nc2ccc(C#N)c(Cl)c2)c1	2	17	-7	3.7	30	-13	-3	2
COc1ccc(N2C(=O)NC(=O)/C(=C\c3cn(CC(=O)N4CCOCC4)c4ccccc34)C2=O)c(OC)c1	3	1	-5	0.7	6	11	-4	-2
Nc1ccc2cc(Br)ccc2c1	-8	-3	5	-0.3	19	-13	-1	1
COc1ccc(-n2c(O)c(C=NCc3ccc4c(c3)OCO4)c(=O)[nH]c2=O)cc1	17	1	10	0.9	30	5	-1	-1
C1=C(c2c[nH]c3ccccc23)CCN(Cc2ccccc2)C1	4	4	41	1.2	25	-20	5	-3
Cc1cc(C)c(C(=O)CN2CCOCC2)c(C)c1	15	22	2	-1.2	-1	9	0	-4
CNc1cc(N2CCNCC2)ccc1[N+](=O)[O-]	-3	-1	-11	-1.8	13	-21	0	1
c1cncc(C2Nc3cccc4cccc(c34)N2)c1	-5	33	21	0.2	18	-128	4	3
COc1ccc(Oc2cc(NC(=O)c3nn(C)cc3[N+](=O)[O-])cc([N+](=O)[O-])c2)cc1	9	-2	9	17	76*	32	2	-1
Cn1cnc(CCN)c1	-5	3	-4	0.5	-10	-2	-9	-4
CCOC(=O)C1(CCc2ccccc2)CCN(CC(O)CO)CC1 (configuration not stated)	4	-8	-10	0.1	9	7	-4	-4
CCCN1CCCC(C(=O)c2cc(C)c(OC)c(C)c2)C1 (configuration not stated)	-2	2	-24	0.2	5	-23	0	-2
COc1ccc(OCC(=O)N2CCN(Cc3ccc4c(c3)OCO4)CC2)cc1	17	3	8	0.6	-13	4	-2	-1
CCOc1cc(CNCCc2c[nH]c3ccccc23)cc(Cl)c1OCC	-10	36	-15	-0.7	42	-1	-1	1
COC(=O)C1=C(c2cc3ccccc3o2)C[C@@H]2CC[C@H]1N2C(=O)NCCCOC(C)C	9	-19	-4	-1.0	1	13	-1	-6
O=C(c1ccc(Cl)cc1)C1CCCN(Cc2ccc3c(c2)OCCO3)C1 (configuration not stated)	5	-15	16	0.4	7	16	-4	-1
O=C1NC(=O)N(Cc2ccco2)C(=O)/C1=C/C=C/c1ccco1	1	-3	-3	0.1	22	10	-1	-6

Already shown: entries from further up.
SMILES	APJ antagonist	tim23-1 inh	Jurkat NFkB inh	UPR CHOP act	Mdm2 MdmX PPI	697 NFkB inh	XBP1 UPR activ	APJ agonist
COc1ccc(-n2c(O)c(C=NCc3ccc4c(c3)OCO4)c(=O)[nH]c2=O)cc1	17	1	10	0.9	30	5	-1	-1
C1=C(c2c[nH]c3ccccc23)CCN(Cc2ccccc2)C1	4	4	41	1.2	25	-20	5	-3
Cc1cc(C)c(C(=O)CN2CCOCC2)c(C)c1	15	22	2	-1.2	-1	9	0	-4
CNc1cc(N2CCNCC2)ccc1[N+](=O)[O-]	-3	-1	-11	-1.8	13	-21	0	1
c1cncc(C2Nc3cccc4cccc(c34)N2)c1	-5	33	21	0.2	18	-128	4	3
COc1ccc(Oc2cc(NC(=O)c3nn(C)cc3[N+](=O)[O-])cc([N+](=O)[O-])c2)cc1	9	-2	9	17	76*	32	2	-1
Cn1cnc(CCN)c1	-5	3	-4	0.5	-10	-2	-9	-4
CCOC(=O)C1(CCc2ccccc2)CCN(CC(O)CO)CC1 (configuration not stated)	4	-8	-10	0.1	9	7	-4	-4
CCCN1CCCC(C(=O)c2cc(C)c(OC)c(C)c2)C1 (configuration not stated)	-2	2	-24	0.2	5	-23	0	-2
COc1ccc(OCC(=O)N2CCN(Cc3ccc4c(c3)OCO4)CC2)cc1	17	3	8	0.6	-13	4	-2	-1
CCOc1cc(CNCCc2c[nH]c3ccccc23)cc(Cl)c1OCC	-10	36	-15	-0.7	42	-1	-1	1
COC(=O)C1=C(c2cc3ccccc3o2)C[C@@H]2CC[C@H]1N2C(=O)NCCCOC(C)C	9	-19	-4	-1.0	1	13	-1	-6
O=C(c1ccc(Cl)cc1)C1CCCN(Cc2ccc3c(c2)OCCO3)C1 (configuration not stated)	5	-15	16	0.4	7	16	-4	-1

Carrying on:
SMILES	APJ antagonist	tim23-1 inh	Jurkat NFkB inh	UPR CHOP act	Mdm2 MdmX PPI	697 NFkB inh	XBP1 UPR activ	APJ agonist
Cc1ccc(S(=O)(=O)N2CCCCC2)cc1NC(=O)CN1CC=C(c2ccccc2)CC1	2	18	1	-0.9	14	1	1	3
Cc1nc2ccc(Cl)cc2c(=O)n1-c1cccc(Cl)c1	-19	32	-9	1.4	33	11	-2	-1
CC(=O)Nc1ccc(C(=O)C(Cc2ccccc2)N(C)C)cc1 (configuration not stated)	11	22	-50	-0.8	0	-10	0	-4
CN1CCN(c2nccc3c2ncn3C)CC1	13	9	-3	-2.6	4	4	-1	-1
Cc1nn(CC(C)C)c(Cl)c1C(=O)NC1CCCCC1	12	10	-4	2.1	33	-13	1	-4
COc1ccccc1C1C([N+](=O)[O-])=C(N)Oc2c1c(=O)oc1ccccc21 (configuration not stated)	6	8	-6	-0.1	-7	-1	0	-1
Cc1cc(Oc2ccc(C(F)(F)F)cc2[N+](=O)[O-])c2c3c(c(=O)oc2c1)CCCC3	4	-3	2	-2.1	7	14	-3	0
CCOc1ccc(C2SCC(=O)Nc3c2c(C)nn3C2CCOC(C)(C)C2)cc1 (configuration not stated)	13	12	9	-0.5	3	24	-3	-4
Cc1ccsc1C(=O)C1CCCN(Cc2cnc(N3CCOCC3)s2)C1 (configuration not stated)	11	3	-5	-0.3	4	-3	-2	-3
CC(=NCc1cccnc1)c1c(O)n(-c2ccccc2C)c(=O)[nH]c1=O	3	11	-13	1.9	-4	4	1	-3

Fetched by compound from the list above:
SMILES	APJ antagonist	tim23-1 inh	Jurkat NFkB inh	UPR CHOP act	Mdm2 MdmX PPI	697 NFkB inh	XBP1 UPR activ	APJ agonist
Cc1nc2ccc(Cl)cc2c(=O)n1-c1cccc(Cl)c1	-19	32	-9	1.4	33	11	-2	-1
CC(=O)Nc1ccc(C(=O)C(Cc2ccccc2)N(C)C)cc1 (configuration not stated)	11	22	-50	-0.8	0	-10	0	-4

(list continues)
SMILES	APJ antagonist	tim23-1 inh	Jurkat NFkB inh	UPR CHOP act	Mdm2 MdmX PPI	697 NFkB inh	XBP1 UPR activ	APJ agonist
CCC(=O)c1ccc(OCC(=O)N2CCN(CC(=O)Nc3ccc(C)cc3)CC2)cc1	-11	14	1	0.9	30	11	-2	-2
CCCCn1c(=O)c(C(=O)NC(C)c2ccccc2)c(O)c2ccccc21 (configuration not stated)	17	-1	-1	-0.2	9	12	-7	-1
Nc1ccccc1C(=O)OCCc1ccccc1	1	18	-178	2.7	-164	-263	1	-3
CN1CCCC(C(=O)c2ccc(Cl)cc2)C1 (configuration not stated)	-17	14	-7	-0.5	-10	5	0	-4
CN(C)c1ccc(/C=C2\CC3C4CC=C5CC(O)CCC5(C)C4CCC3(C)C2=O)cc1 (configuration not stated)	-8	3	-5	2.5	-3	10	17	4
Oc1cc2c(cc1CN1CCN(c3ccccc3F)CC1)OCO2	-19	15	21	1.8	14	10	0	-1
CC(Cc1ccsc1)NCc1cn[nH]c1-c1ccc(F)cc1F (configuration not stated)	8	-3	12	0.6	18	-1	0	-5
CN1CCN(c2nc(N)c(Br)c(Cl)n2)CC1	-5	-6	3	2.3	-19	-8	-4	0
O=C(c1cn(Cc2ccccc2)c2ccccc12)C1CC1	9	-2	-14	1.9	-20	-28	-2	-4
CN1CC(C(=O)c2ccc(Cl)cc2)C(c2ccc(N(C)C)cc2)C1 (configuration not stated)	18	-4	14	-2.4	7	2	0	-4
Cc1ccc2c(c1)C1CN(C)CCC1N2C(=O)Nc1cccc(Cl)c1 (configuration not stated)	1	15	13	-2.4	23	9	0	-4
NC(=O)C1CCN(/C=C2\C(=O)NC(=O)N(Cc3ccco3)C2=O)CC1	-8	3	9	0.4	-23	-3	0	-5
CN1CCCN(C(=O)COc2ccccc2Br)CC1	15	-4	28	0.7	-6	9	-1	-1
COc1ccc(NC(=O)CN(C)C(=O)CSC(c2ccccc2)c2ccccc2)cc1	-4	30	5	0.0	-12	0	3	-4
CCOc1cc(-c2nc3c(C)cccn3c2NCC2CCCO2)ccc1O (configuration not stated)	15	17	1	-0.9	-23	-12	2	-1
O=[N+]([O-])c1ccc(N2CCNCC2)c(Cl)c1	-7	1	14	-1.4	13	17	2	0
c1ccc2[nH]c(CCNC3CCCCC3)nc2c1	-2	11	3	-0.9	-8	8	1	-5
CO[C@H]1CC=C2CCN3CCC4=C(CC(=O)OC4)[C@]23C1	18	16	4	3.0	-8	4	-2	0
CCOc1ccc2nc(N=Nc3c(O)[nH]c(=O)[nH]c3=O)sc2c1	34	6	-2	1.5	-16	-24	-2	-9
Cc1oc(-c2ccc(Cl)cc2)nc1CS(=O)CC(=O)N1CCC2(CC1)OCCO2 (configuration not stated)	20	6	11	0.4	0	-3	4	-1
O=C1NC2NC(=O)N([N+](=O)[O-])C2N1 (configuration not stated)	17	19	-24	0.9	20	1	-2	-5
CN1CC(C(=O)c2ccc(Cl)cc2)C(c2ccccc2)C1 (configuration not stated)	17	8	-10	1.2	-26	-8	-1	-4
CCc1cc(=O)oc2cc(C)cc(OCC(=O)N3CCC(C(=O)O)(c4ccccc4)CC3)c12	4	-5	3	-0.2	0	11	-2	-2
CNC(=O)O/N=C(\C)Cc1nnn(-c2cc(C)on2)n1	1	-5	13	-2.6	9	3	2	-8
C#CC[N+]1(C)C2CCC1CC(O)C2 (configuration not stated)	3	-6	-5	-0.6	22	6	1	-3
C=CCn1c(O)c(C(C)=NCc2ccc3c(c2)OCO3)c(=O)[nH]c1=O	0	6	-16	1.0	13	20	3	1
CC1CCC(C(C)C)C(OP(N)(=O)c2ccccc2)C1 (configuration not stated)	15	15	-8	-1.5	-14	8	0	-4
COC(=O)C1=C(c2ccc(F)cc2OCc2ccccc2)C[C@@H]2CC[C@H]1N2C(=O)NCc1ccccc1	2	29	5	0.0	14	21	-1	-2
O=C1C2CCN(CC2)C12CC2c1ccc(C(F)(F)F)cc1 (configuration not stated)	-3	-13	-4	0.4	14	4	-3	-5

Not all compounds are listed (hit frequency here may not be typical).
